VIM-2 inh: inhibitors of Pseudomonas aeruginosa VIM-2 metallo-beta-lactamase; actives 0.89% (n = 290,000); purified VIM-2, nitrocefin hydrolysis, epi-absorbance fluorescence; AID 1527; inhibition, % at 5.6 µM;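 active means inhibition above the mean of all tested compounds plus 3 SD, cutoff set per screening run, cut at about 7.5% in these data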;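 further: red hydrolysis product quenches plate fluorescence so inhibitors raise well fluorescence; 0% = enzyme with DMSO and 100% = DMSO without enzyme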
DNA FID counter: displaces DNA intercalator in HCV helicase counter-screen | DNA fluorescent intercalator displacement, fluorescence | inhibition, % at 7.9 µM | actives 0.17% (n = 290,000); in the data active means inhibition above about 37%;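 further: 0% = vehicle and 100% = reference compound; higher means more ethidium bromide displaced from hairpin DNA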
HCV NS3 hel inh: HCV NS3 helicase inhibition; NS3 helicase DNA unwinding, Cy5 molecular beacon fluorescence; actives 0.56% (n = 290,000); inhibition, % at 10.9 µM; AID 1800;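 active means inhibition above the mean of all tested compounds plus 3 SD, set per campaign, cut at about 35% in these data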;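 further: 0% = DMSO wells and 100% = thioflavine S control wells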
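Test system: hepatitis C virus NS3 helicase domain fragment enzyme. Also added: annealed dual-labelled DNA beacon duplex, ATP-started. Timing: 60 min unwinding reaction at 25 °C after ATP addition. Technique: Cy5 fluorescence. Measure: % inhibition of unwinding.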
M18AAP inhibitor: blocks P. falciparum M18 aspartyl aminopeptidase. recombinant PfM18AAP, H-Glu-NHMec fluorogenic cleavage. inhibition, % at 7.35 µM. actives 1.2% (n = 290,000);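 active means inhibition above the campaign mean inhibition over all tested compounds plus 3 SD, cut at about 28% in these data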;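 further: 0% = plate median of test compound wells and 100% = 2 mM ZnCl2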
IDE inh: inhibits human insulin-degrading enzyme in HEK cells. actives 0.41% (n = 320,000). FAbetaB cleavage, fluorescence polarization. inhibition, % at 5.59 µM;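 active means percent inhibition above the average of all tested compounds plus 3 SD, set per screening campaign, cut at about 16% in these data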;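 further: IDE supplied by intact live HEK cells; FP after avidin binding of uncleaved biotin substrate so inhibition keeps polarization high; 0% = DMSO wells and 100% = 60 µM reference IDE inhibitor Ii1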
p-CIP stab down: p/CIP protein destabilization. actives 0.01% (n = 290,000). F442A p/CIP-EGFP cells, EGFP fluorescence, 16 h. decrease of EGFP signal, % at 10 µM. Q05BA5;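 active means EGFP signal decrease of at least 30% at 10 µM or well 3 SD below plate mean, unless failing retest; inactive means the rest, including hits failing retest or dose response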; further: some compounds called inactive have numbers as strong as hits; many of its hits are not listed in these tables
Target sequence (Q05BA5 1-1403): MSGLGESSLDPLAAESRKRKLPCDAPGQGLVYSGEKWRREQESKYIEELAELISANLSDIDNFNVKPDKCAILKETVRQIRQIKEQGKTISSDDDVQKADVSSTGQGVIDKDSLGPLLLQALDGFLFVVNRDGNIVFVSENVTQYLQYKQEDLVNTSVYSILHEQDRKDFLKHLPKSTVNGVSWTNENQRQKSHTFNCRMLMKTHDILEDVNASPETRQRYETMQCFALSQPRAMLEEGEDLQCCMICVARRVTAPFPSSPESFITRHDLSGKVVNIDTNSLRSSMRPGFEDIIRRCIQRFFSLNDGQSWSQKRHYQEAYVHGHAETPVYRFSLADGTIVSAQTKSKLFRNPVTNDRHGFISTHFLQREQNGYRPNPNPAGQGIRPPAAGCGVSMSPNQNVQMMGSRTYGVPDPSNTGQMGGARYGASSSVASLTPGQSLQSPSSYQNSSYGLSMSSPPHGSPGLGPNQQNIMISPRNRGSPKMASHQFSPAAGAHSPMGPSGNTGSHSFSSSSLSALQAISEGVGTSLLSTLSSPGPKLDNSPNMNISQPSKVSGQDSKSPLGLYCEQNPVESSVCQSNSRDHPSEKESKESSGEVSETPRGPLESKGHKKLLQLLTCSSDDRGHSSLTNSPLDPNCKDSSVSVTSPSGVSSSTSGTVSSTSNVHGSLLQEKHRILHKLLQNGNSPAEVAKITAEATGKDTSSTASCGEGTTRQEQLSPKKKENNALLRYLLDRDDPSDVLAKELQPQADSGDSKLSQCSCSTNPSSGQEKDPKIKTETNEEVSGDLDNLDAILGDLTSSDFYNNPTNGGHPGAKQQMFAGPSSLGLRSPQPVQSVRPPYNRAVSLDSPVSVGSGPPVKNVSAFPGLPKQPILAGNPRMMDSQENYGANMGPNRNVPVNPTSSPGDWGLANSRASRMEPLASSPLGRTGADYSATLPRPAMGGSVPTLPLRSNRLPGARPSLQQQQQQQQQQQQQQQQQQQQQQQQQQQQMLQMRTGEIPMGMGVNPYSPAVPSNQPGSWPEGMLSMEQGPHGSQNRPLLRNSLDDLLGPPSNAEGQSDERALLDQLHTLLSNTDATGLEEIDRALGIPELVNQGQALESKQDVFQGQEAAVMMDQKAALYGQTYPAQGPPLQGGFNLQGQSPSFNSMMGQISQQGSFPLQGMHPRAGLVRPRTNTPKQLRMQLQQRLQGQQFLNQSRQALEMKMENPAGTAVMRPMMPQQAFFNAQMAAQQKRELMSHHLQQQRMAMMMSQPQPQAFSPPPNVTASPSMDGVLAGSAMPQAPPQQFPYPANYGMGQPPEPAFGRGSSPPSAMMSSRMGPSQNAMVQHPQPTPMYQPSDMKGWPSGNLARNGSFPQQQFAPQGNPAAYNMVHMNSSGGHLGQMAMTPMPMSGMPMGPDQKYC
UBC9 SUMO inh: SUMOylation inhibition | P63279 | HTRF SUMOylation assay, SAE1/SAE2 + UBC9, in vitro | inhibition, % at 35 µM | actives 0.36% (n = 290,000); in the data active means inhibition above about 50%, passing the limit was not always enough; further: strong numbers were not always called active
IDE cell activ: activators of human insulin-degrading enzyme in cells; P14735; HEK cells, FAbeta-B cleavage, fluorescence polarization; 0% vehicle, 100% cell-free pure enzyme wells; activation, % at 5.96 µM; actives 0.073% (n = 340,000); AID 493087;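 active means activation above the mean of all tested compounds plus 3 SD, set per screening campaign, cut at about 17% in these data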
IMP-1 inh: inhibitors of Pseudomonas aeruginosa IMP-1 metallo-beta-lactamase. purified IMP-1, nitrocefin hydrolysis, epi-absorbance fluorescence. inhibition, % at 5.6 µM. actives 0.45% (n = 290,000). AID 1556;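 active means inhibition above the mean plus 3 SD of all compounds in the same screening run, cut at about 4.5% in these data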;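 further: 0% = IMP-1 with DMSO and 100% = DMSO wells lacking enzyme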
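assay system = purified recombinant IMP-1 metallo-beta-lactamase enzyme | schedule = 15 min preincubation plus 25 min reaction at 25 °C | signal = Epi-absorbance fluorescence, 480 nm excitation, 530 nm emission | read-out basis = percent inhibition from optical density relative to buffer-blank wells | controls = IMP-1 with DMSO as 0%, enzyme-free DMSO as 100%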
* marks the source's active call; other numbers are inactive results; x = not tested or not shown.

SMILES	VIM-2 inh	DNA FID counter	HCV NS3 hel inh	M18AAP inhibitor	IDE inh	p-CIP stab down	UBC9 SUMO inh	IDE cell activ	IMP-1 inh
Cc1cc(C)c(NC(=O)c2cccs2)c(C)c1NC(=O)c1cccs1	-4.3	-7.2	-4.9	4.5	2.5	-0.6	0.6	3.4	-4.5
Cc1ccc(SCC(=O)N2CCN(c3ccccn3)CC2)cc1	-0.3	-22.7	2.2	-2.5	-1.0	5.7	12.3	3.4	-1.0
O=C(NC12CC3CC(CC(C3)C1)C2)c1ccc(N2CCNCC2)c([N+](=O)[O-])c1	-2.0	17.4	-28.9	-3.7	-6.3	-13.0	2.5	-5.2	-3.3
CCN(CCO)C(=S)Nc1cc(S(=O)(=O)N(C)C)ccc1C	-2.6	1.2	8.5	2.9	3.9	-10.0	24.8	2.8	-2.5
O=C(COCCOCC(=O)N(c1ccccn1)C1CCCCC1)N(c1ccccn1)C1CCCCC1	-0.4	-51.6	1.5	11.7	-1.7	-8.4	-4.8	1.6	-5.3
O=C(Nc1nnc(CCS(=O)(=O)c2ccc(Br)cc2)s1)c1ccc([N+](=O)[O-])cc1	-3.2	0.6	4.2	2.9	4.8	-6.0	17.1	1.2	-1.6
COc1cc(NC(=O)Cn2cnc3sc(C)c(S(=O)(=O)N4CCOCC4)c3c2=O)cc(OC)c1OC	-2.9	-13.5	4.4	1.7	4.5	-14.8	0.1	0.5	-1.4
Cc1cc(C)c(NC(=O)C2C3/C=C\CCCCC32)c(C)c1 (stereo unspecified)	-3.0	1.2	0.0	0.7	0.0	-6.8	8.0	4.6	-3.2
Cc1ccc(C(=O)C2CCOC(C)(C)C2)cc1 (stereo unspecified)	-1.4	-4.7	2.2	7.9	0.6	-13.2	15.5	2.8	-1.7
CCOc1ccccc1CN1CCN(Cc2ccon2)CC1CCO (stereo unspecified)	-1.3	-0.3	5.9	-11.3	1.2	-1.3	23.5	0.5	-1.9
O=C1Nc2ccccc2C1(c1ccccc1)c1ccccc1	-1.6	-12.4	-9.2	3.7	0.3	0.7	-25.8	1.1	-2.2
COc1ccc(CN2CCN(Cc3ccc(Br)cc3)CC2)c(OC)c1OC	0.2	18.3	-25.4	-4.8	3.3	-9.1	6.2	2.9	1.2
COc1ccccc1CN1CCCC(CN(CCN(C)C)C(=O)C2CCCC2)C1 (stereo unspecified)	-0.7	6.8	-4.0	-3.9	1.0	-13.6	21.9	6.4	-2.8
COc1ccc(OC)c(NC(=O)c2cccc(N3C(=O)C4C5CCC(C5)C4C3=O)c2)c1 (stereo unspecified)	2.9	-26.9	23.1	-6.3	-3.9	-6.4	0.9	4.7	1.2
Cc1coc2cc3oc(=O)c(CCC(=O)O)c(C)c3cc12	0.3	-16.1	-4.0	0.7	5.1	-2.1	11.0	11.2	-1.6
CSCCCNC(=S)N(C)CC(=O)Nc1ccc(C)cc1	-1.8	-4.9	8.6	-3.3	-0.6	6.9	-1.1	3.7	-1.9
CC1=CC(C)(C)N(C(=O)CSc2nnc(N)s2)c2ccccc21	-3.5	-9.1	1.4	1.1	5.0	5.0	22.7	2.2	-3.4
COc1ccc(S(=O)(=O)N2CCCC(C(=O)Nc3ccc4c(c3)OCCO4)C2)cc1 (stereo unspecified)	-1.6	-21.4	-16.9	-3.4	2.6	1.2	-5.2	2.2	-3.1
COC(=O)c1sccc1-c1ccc(C(=O)Nc2cccnc2)o1	-2.3	-3.3	6.7	-12.4	-3.3	-11.3	30.6	-0.6	-1.1
COc1ccc(N(CC(=O)NC2CCCC2)C(=O)CCC(=O)Nc2cc(C)on2)cc1	-0.5	-39.4	3.3	-7.3	4.4	8.8	-5.4	-0.2	-2.3
Cc1nn(CCOc2ccccc2)c(=O)n1-c1ccc(Cl)cc1	-2.7	-17.0	5.3	-0.4	-0.5	9.3	-5.1	1.7	-1.9
O=C(O)c1cccc(S(=O)(=O)N2CCCC(c3nc4c(nnn4Cc4ccc(F)cc4)c(=O)[nH]3)C2)c1 (stereo unspecified)	-0.4	-15.4	39.5*	6.8	0.9	-5.0	-8.6	-1.2	1.0
O=C(Oc1ccc(=O)n(-c2ccccc2)n1)c1ccccc1	-2.3	2.2	-0.4	-1.6	1.2	-4.5	1.4	1.1	-1.5
O=C1CCC/C1=C/Nc1ccc2c(c1)OCO2	-0.1	-9.6	20.8	7.2	0.3	-1.6	1.2	-1.6	0.1
O=C(CCc1nc(-c2ccccc2Cl)no1)NCCc1ccccc1	-3.3	-26.0	2.6	1.8	1.2	-0.1	0.6	-0.1	-2.1
CC(=O)N1CCSc2ccc(S(=O)(=O)Nc3ccc(C)cc3)cc21	-5.4	-22.2	0.5	-3.4	2.9	-8.0	14.2	-1.6	-2.6
O=C1NC(=S)N/C1=C/c1ccc2c(c1)OCO2	-3.0	-2.8	11.9	5.6	-4.5	13.9	-0.6	7.1	-1.2
Cc1ccc(NC(=O)C2C3/C=C\CCCCC32)cc1 (stereo unspecified)	0.0	-2.7	0.0	-8.4	5.6	0.1	-13.2	1.6	-2.7
Cc1sc2ncn(/N=C/c3ccco3)c(=O)c2c1C	-0.2	-0.4	-0.3	-17.6	-4.0	-14.4	28.2	-3.1	-1.6
Cc1ccccc1OCCCCCn1ccnc1	1.3	3.4	-20.6	1.7	-0.3	-13.0	1.2	2.8	-3.2
CCOc1ccc(N2CC(C(=O)NC3CCCCCC3)CC2=O)cc1 (stereo unspecified)	-1.1	-33.1	-0.8	-3.9	-9.2	-10.1	7.4	3.5	-3.4
CCn1cc(C(=O)O)c(=O)c2cc(S(=O)(=O)N3CCCCCC3)ccc21	1.1	-8.3	3.5	-12.4	-2.5	12.9	-5.6	2.2	0.1
COc1ccc(NC(=O)N2CCCC2C(=O)NCc2ccc(F)cc2)cc1 (stereo unspecified)	-4.0	-1.9	6.1	-7.1	6.1	-5.3	1.9	7.0	-2.9
CC1CCC2(CC1)SCC(=O)N2c1ccc(F)cc1 (stereo unspecified)	-0.6	-17.9	13.6	1.1	1.2	4.0	5.8	4.8	2.8
CCCCc1nc2cc(C(=O)N(C)CCc3cn[nH]c3)ccc2o1	-3.5	-26.9	4.8	-5.1	5.1	6.4	5.1	7.3	-3.8
COc1cccc(NS(=O)(=O)c2ccc3c(c2)N(C(C)=O)CCO3)c1	-2.1	-11.9	-2.7	-2.0	-1.3	-6.5	6.4	4.8	-1.4
COc1cc2[nH]c(=S)n(Cc3ccc(C)o3)c(=O)c2cc1OC	-5.3	-3.8	-9.1	-10.5	0.8	-1.3	35.8	-1.6	-2.0
Cc1c(Cl)cccc1NC(=S)Nn1cnnc1	-2.1	0.3	-2.4	75.9*	4.4	17.5	8.3	6.7	-3.7
CCCCCc1ccc(-c2ccc(/C=C/C(=O)O)cc2)nc1	-1.0	-42.7	21.1	-15.1	8.9	-7.1	17.6	-2.1	-2.4
CC1=C(C(=O)OCCC#N)C(c2cc3c(cc2Br)OCO3)NC(=O)N1 (stereo unspecified)	-1.7	-10.8	8.7	-19.1	8.3	-2.4	12.2	-6.8	-5.1
Cc1cccc2c(=O)c(-c3ccc4c(c3)OCO4)c(NC(=O)c3ccco3)oc12	-1.6	-29.7	-2.2	2.5	3.6	5.6	5.4	2.6	-2.1
O=C(CSc1nc2ccc(Nc3nc(N4CCOCC4)nc(N4CCOCC4)n3)cc2s1)N1CCOCC1	-2.4	-4.1	6.8	-2.9	-3.1	-12.5	-6.7	-6.4	-1.0
Cc1cc(C)nc(NC(=NCCc2c[nH]c3ccccc23)NC(=O)Nc2ccccc2)n1	0.0	-1.0	-0.1	-2.9	2.6	-2.8	-19.2	1.2	0.2
COC(=O)c1[nH]c2ccc(C)cc2c1NC(=O)CN1CCN(c2ccccc2)CC1	0.4	-32.6	-18.8	3.6	0.6	-1.6	-1.3	-3.3	-4.1
COc1ccc(Cl)cc1N(CC(=O)Nc1ccccc1C(=O)NCc1ccco1)S(C)(=O)=O	-3.1	-25.6	-5.9	2.9	-2.7	-6.8	-10.7	3.8	0.1
COC(=O)CNC(c1ccccc1Cl)c1cc(Br)ccc1NS(=O)(=O)c1ccc(C)cc1 (stereo unspecified)	-4.4	-3.4	8.3	-0.2	-3.3	-0.4	-19.4	2.8	-1.9
O=C(NCCO)c1cc(-c2cc(C(=O)NCCO)c3ccccc3n2)nc2ccccc12	-3.2	0.2	-1.4	0.3	4.8	2.2	0.3	3.1	-1.1
CC(C)[C@H](NC(=O)c1ccccc1)C(=O)OCC(=O)/C=C1/N(C)c2ccccc2C1(C)C	-1.5	-32.5	-2.1	-6.3	0.5	-7.0	-2.7	-1.4	-0.4
COc1cccc(-c2nc(CS(=O)CC(=O)NCc3ccccc3Cl)c(C)o2)c1 (stereo unspecified)	-1.8	-30.8	-5.7	3.5	1.0	-5.4	-13.8	6.1	-1.6
Clc1ccc(Cc2nn3c(Cn4nnc5ccccc54)nnc3s2)cc1	-0.7	-25.6	-7.3	11.5	-5.4	9.2	1.3	-0.2	-3.7
COCc1cc(C)nc(N/N=C/c2ccc(-c3cc(C(=O)O)ccc3Cl)o2)c1C#N	-0.7	-0.2	6.4	6.9	6.1	-10.2	31.1	x	-1.8
Cc1cccnc1CN1CCN(Cc2nc(Cc3cccc(F)c3)no2)CC1	-4.9	-9.5	0.0	-1.7	-0.6	-0.9	-3.7	6.0	-4.4
CCOc1ccccc1N(CC(=O)NCCSc1ccccc1)S(C)(=O)=O	-4.0	-23.9	-6.0	-10.4	-4.2	-23.9	16.3	4.0	-2.0
O=C1CCCN=C(Nc2ccc(F)c(Cl)c2)S1	1.9	-4.6	23.7	4.5	3.6	-6.6	-3.1	3.1	-0.8
C/C(=N/NC(=O)c1ccc2c(c1)OCO2)c1ccc(Br)s1	-1.6	1.7	-11.1	2.7	3.8	3.1	14.8	-2.6	-0.3
COCCCN1C(=O)/C(=C\c2ccc3c(c2)OCO3)C(C(=O)OC)=C1C	1.8	-6.8	14.2	52.2*	2.9	-12.0	22.5	6.6	0.3
COc1ccc(C2(C)NC(=O)N(CC(=O)Nc3ccc(-c4nc5ccc(C)cc5s4)cc3)C2=O)cc1 (stereo unspecified)	-1.7	-2.3	-1.9	0.0	9.6	-11.7	4.6	x	-1.3
Cc1cc(O)cc(O[C@H]2OC(CO)[C@H](O)[C@@H](O)[C@H]2O)c1 (stereo partly specified)	-0.8	-2.4	3.8	0.9	7.7	-0.5	4.3	1.3	-3.0

Records listed above shown as hits in M18AAP inhibitor.
SMILES,VIM-2 inh,HCV NS3 hel inh,M18AAP inhibitor,IDE inh,p-CIP stab down,UBC9 SUMO inh,IDE cell activ,IMP-1 inh
Cc1c(Cl)cccc1NC(=S)Nn1cnnc1,-2.1,-2.4,75.9*,4.4,17.5,8.3,6.7,-3.7
COCCCN1C(=O)/C(=C\c2ccc3c(c2)OCO3)C(C(=O)OC)=C1C,1.8,14.2,52.2*,2.9,-12.0,22.5,6.6,0.3

The order is random; overall some 3.6% were active at least once.
